# GLP1R ag – qHTS of GLP-1 Receptor Agonists; Glucagon-like peptide 1 receptor (Homo sapiens), P43220; HEK293 GLP-1R CRE-luciferase, luminescence, 4-6 h; cells express a hypersensitive GLP-1R form; Potency, µM (top dose mostly 45.6 µM), for inactives: top-dose activation, actives largely listed as activators; actives 0.007% (n = 380,000); further: potency means the concentration at half of the fitted maximal effect; % of control where 0% means no effect
# Target sequence (P43220 whole entry, looked up): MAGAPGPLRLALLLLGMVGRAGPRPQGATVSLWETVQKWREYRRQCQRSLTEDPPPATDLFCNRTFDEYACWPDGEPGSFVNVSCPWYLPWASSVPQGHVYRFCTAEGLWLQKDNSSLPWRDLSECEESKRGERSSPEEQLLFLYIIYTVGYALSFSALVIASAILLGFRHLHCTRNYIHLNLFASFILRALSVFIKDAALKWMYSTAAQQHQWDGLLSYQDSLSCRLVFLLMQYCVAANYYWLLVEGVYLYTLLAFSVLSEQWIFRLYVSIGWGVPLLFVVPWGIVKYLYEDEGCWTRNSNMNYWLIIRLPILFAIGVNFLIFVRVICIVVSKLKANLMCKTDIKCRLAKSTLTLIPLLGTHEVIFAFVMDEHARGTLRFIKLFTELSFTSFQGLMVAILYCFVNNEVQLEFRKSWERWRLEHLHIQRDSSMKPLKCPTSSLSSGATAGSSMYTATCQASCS
# KB-V1 MDR tox – qHTS assay for MDR1-selective chemotherapeutics: Primary screen using the drug-selected MDR subline cells KB-V1; KB-V1 MDR cells viability, CellTiter-Glo, 72 h; Potency, µM (highest dose often 46.1 µM), inactives show at the highest dose activity change, negative = cytotoxicity, actives largely listed as cytotoxic; actives 3.4% (n = 400,000); further: potency means the concentration at half of the fitted maximal effect; on the % scale 0 is the no-effect control and ±100 the full control effect; nearly all actives have a fitted effect of over 60% in size
#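 Potencies derive from concentration-effect curves fitted to normalized luminescence (CellTiter-Glo) of KB-V1 cells treated for 72 h at 37 degrees C in phenol-red-free DMEM containing 10% FBS.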
# HT1080 IDH1KD tx – qHTS for induction of synthetic lethality in tumor cells producing 2HG: qHTS for the HT-1080-IDH1KD cell line; HT-1080 IDH1 knockdown viability, ATP luminescence, 48 h; Potency, µM (titrated, usually from 46.1 µM), without a hit: top-dose activity, negative = toxicity, hits mostly cytotoxic; actives 2% (n = 360,000); AID 686971, 2013;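 further: potency means the concentration at half of the fitted maximal effect; 0% = DMSO wells and -100% = cell-free medium wells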
#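 Luminescent ATP read-out (CellTiter-Glo, 10 min at room temperature) after 48 h compound exposure at 37 °C gave viability of IDH1-knockdown HT-1080 cells. Activity was normalised to DMSO and cell-free wells, then fitted as concentration-response curves.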
# D3 antag – qHTS of D3 Dopamine Receptor Antagonist: qHTS; max response, negative = inhibition, %; D3R cells, DiscoveRx beta-arrestin luminescence, antagonist mode; active compounds read low; D(3) dopamine receptor (Homo sapiens), P35462; actives 2.5% (n = 360,000); in the data active means max response below about -50%; inconclusive means no clear call, values can overlap the other calls; further: on the % scale 0 is the no-effect control and ±100 the full control effect; mostly tested at two doses, the higher about 12 µM
# Target sequence (P35462 whole entry, looked up): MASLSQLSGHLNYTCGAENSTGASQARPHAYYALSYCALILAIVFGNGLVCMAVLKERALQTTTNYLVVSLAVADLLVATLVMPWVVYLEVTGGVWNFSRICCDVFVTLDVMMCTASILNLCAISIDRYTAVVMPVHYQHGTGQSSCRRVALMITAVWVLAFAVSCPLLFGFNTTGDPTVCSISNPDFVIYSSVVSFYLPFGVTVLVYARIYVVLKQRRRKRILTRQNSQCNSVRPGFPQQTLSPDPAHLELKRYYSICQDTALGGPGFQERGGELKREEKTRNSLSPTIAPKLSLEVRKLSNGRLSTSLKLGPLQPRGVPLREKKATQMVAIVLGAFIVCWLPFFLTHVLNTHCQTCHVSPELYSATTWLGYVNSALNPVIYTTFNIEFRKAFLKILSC
#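 Cells expressing the human receptor were seeded at 1500 cells/well, incubated overnight at 37 degrees C in 5% CO2, then exposed to library compounds with dopamine controls for 90 minutes at 37 degrees C before luminescent detection.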
# SW480 rereplic – A quantitative high throughput screen for small molecules that induce DNA re-replication in SW480 colon adenocarcinoma cells. SW480 DNA re-replication, Hoechst DNA content imaging, 48 h. Potency, µM (series often up to 46.1 µM), without a hit: at the highest dose re-replication activation, hits mostly activators. actives 1.8% (n = 340,000); further: potency means the concentration at half of the fitted maximal effect; % of control where 0% means no effect; nearly all actives have a fitted effect of over 55% in size
#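 Compounds, transferred as 23 nL by pin tool, were incubated with cells for 48 hr; DNA content per nucleus was then quantified by Hoechst staining and fluorescence plate imaging.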
# HT1080NT lethal – qHTS for induction of synthetic lethality in tumor cells producing 2HG: qHTS for the HT-1080-NT fibrosarcoma cell line; actives 1.6% (n = 360,000); HT-1080-NT fibrosarcoma viability, CellTiter-Glo ATP luminescence, 48 h; Potency, µM (doses to about 46.1 µM), without a hit: at the top dose activity, negative = less viability, most hits filed as cytotoxic; AID 686970, 2013;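 further: NT is the 2HG producing partner of a matched IDH1 knockdown line; potency means the concentration at half of the fitted maximal effect; 0% = DMSO-treated cells and -100% = media-only wells without cells; nearly all actives have a fitted effect of over 55% in size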
#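 Fibrosarcoma NT cells, 750 per well in 5% FBS RPMI, were exposed to compound for 48 hours. Viability: CellTiter-Glo luminescence.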
# KB-3-1 tox – qHTS assay for MDR1-selective chemotherapeutics: Primary screen using the parental adenocarcinoma cell KB-3-1; KB-3-1 viability, CellTiter-Glo ATP luminescence, 72 h; Potency, µM (titrated, usually from 46.1 µM), inactives show at the highest dose activity change, negative = cytotoxic, actives largely listed as cytotoxic; actives 1.4% (n = 400,000); further: potency means the concentration at half of the fitted maximal effect; on the % scale 0 is the no-effect control and ±100 the full control effect; nearly all actives have a fitted effect of over 60% in size
#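 72 h, 37 °C compound treatment of KB-3-1 parental cells; CellTiter-Glo added, 10 min, luminescence read. Data corrected against DMSO-only plates and normalized before curve fitting.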
# D3 ag – qHTS of D3 Dopamine Receptor Agonist: qHTS; actives 0.58% (n = 410,000); AID 652048, 2013; D3R DiscoveRx beta-arrestin cells, luminescence, 90 min; max activation, %; D(3) dopamine receptor (Homo sapiens), P35462; in the data active means max activation above about 30%; further: 0% is about no effect; mostly tested at two doses, the higher about 12 µM
#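 Agonist-mode cell screen: cells plated at 1500/well and incubated overnight at 37 °C, then exposed to library compounds for 90 min at 37 °C. Detection reagent was added for 30–60 min at room temperature, and luminescence was read.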
# IL1B secr inh – qHTS for Inhibitors of Inflammasome Signaling: IL-1-beta AlphaLISA Primary Screen; THP-1 LPS/ATP IL-1B secretion, AlphaLISA, 16 h; active compounds read low; AID 743279, 2014; activity change, % at 57.5 µM; actives 4.7% (n = 360,000); in the data active means activity change below about -50%; inconclusive means mostly about -30% to -49%; further: on the % scale 0 is the no-effect control and ±100 the full control effect
#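 Secreted IL-1B measured by AlphaLISA bead assay after 16 h compound exposure of THP-1 cells; compounds (final up to 57.5 uM) added 1 h before LPS (250 ng/mL) and ATP (1.25 mM) stimulation; lower signal means less secretion.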
# Numbers without * were called inactive; ? = inconclusive; . = no result given; & = joins results of further samples; [ ] = remark or other dose. Unless noted, the call rests on the fitted dose curve; in most records, active means well fitted curve in the direction sought with a large enough effect; inconclusive means small, poorly fitted or top-dose-only effect, or another doubt; inactive means no such curve, though single readings can be large; an effect the other way counts as inactive or inconclusive.
# Results follow in this order: KB-V1 MDR tox	IL1B secr inh	GLP1R ag	KB-3-1 tox	HT1080 IDH1KD tx	D3 ag	SW480 rereplic	D3 antag	HT1080NT lethal
CC(CN1CCN(CC(C)C(=O)c2ccccc2)CC1)C(=O)c1ccccc1 (centres undefined)
    -5.7%	1.8	-3.5%	0.0%	2.1%	-13.0	1.6%	-59.5*	-5.3%
Cc1ccccc1C(=O)NC(CC(C)C)C(=O)N1CCN(c2ccccc2)CC1 (centres undefined)
    -10.5%	6.2	8.4%	10.6%	1.9%	4.0	11.3%	8.1	9.7%
Cc1ccc(C(C(=O)NC2CCCC2)N(C(=O)c2csnn2)C2CC2)cc1 (centres undefined)
    -23.9%	-2.5	1.8%	-18.9%	0.7%	-1.7	-4.2%	1.8	-4.4%
Cc1ccccc1OC(C)c1nc(-c2ccccc2)no1 (centres undefined)
    -6.0%	0.7	-1.4%	-4.1%	9.1%	0.8	-1.7%	24.2	10.2%
Cc1cccc(Nc2nc(N)c([N+](=O)[O-])c(NCc3ccco3)n2)c1
    7.31µM*	?	?	?	?	-11.4	?	16.3	?
Cc1ccc(CNC(=O)C(Cc2ccccc2)NS(=O)(=O)c2ccc3c(c2)CCC(=O)N3)cc1 (centres undefined)
    5.3%	-14.7	-6.0%	-15.9%	-11.8%	6.5	-1.8%	-9.9	0.0%
COc1ccc2[nH]cc(CCN=C(NC(=O)c3ccccc3C)Nc3nc(C)cc(C)n3)c2c1
    ?	.	-4.0%	?	.	7.7	.	.	.
COc1ccc(CNc2ncc(-c3ccccc3)n2C)cc1
    -8.5%	-9.2	8.5%	0.9%	-3.2%	-1.9	-3.6%	-2.1	-7.3%
O=C(CNC(=O)C12CC3CC(CC(C3)C1)C2)N/N=C\c1ccco1
    22.0%	-15.0	-9.7%	14.2%	-11.8%	-10.6	1.7%	-19.4	-2.9%
COc1cccc(C(=O)Nc2c3c(nn2-c2ccc([N+](=O)[O-])cc2)CS(=O)(=O)C3)c1
    5.6%	18.9	7.6%	3.0%	-8.0%	-8.0	-1.9%	-11.9	-17.2%
Cc1csc(NC(=O)CCn2c(=O)oc3ccccc32)n1
    12.0%	-26.5	-3.6%	14.2%	5.5%	-2.3	-3.2%	8.4	7.1%
CSc1cccc(NC(=O)CCNC(=O)c2ccco2)c1
    -10.1%	-11.7	6.0%	-8.7%	-4.3%	-7.3	-0.2%	-24.1	-8.7%
CCC1(c2ccccc2)NC(=O)N(CC(=O)N(C)Cc2ccccc2)C1=O (centres undefined)
    -5.0%	9.1	15.0%	10.7%	6.6%	-0.8	-40.7%[inhibitor]	-0.7	6.0%
COc1ccccc1C(=O)Nc1ccnn1C1CCN(Cc2cnn(C)c2)CC1
    1.7%	-12.5	5.1%	10.8%	4.6%	5.2	0.8%	-11.2	-1.4%
OC1=C(O)c2nc3cc(F)ccc3nc21
    0.0%	27.7	-4.5%	3.0%	0.1%	0.2	2.3%	8.9	-3.3%

# (next part)
# Results follow in this order: KB-V1 MDR tox	IL1B secr inh	GLP1R ag	KB-3-1 tox	HT1080 IDH1KD tx	D3 ag	SW480 rereplic	D3 antag	HT1080NT lethal
Cn1nc(C(=O)NCc2ccco2)c2ccccc2c1=O
    16.0%	-10.1	3.1%	-3.5%	10.8%	-20.6	-12.4%	?	20.9%
Cc1cccc(OCC(=O)N2CCOCC2)c1
    0.1%	-5.0	11.9%	-3.0%	16.5%	-4.1	-6.2%	-19.5	19.7%
COc1ccc(S(=O)(=O)NCCCn2ccnc2)cc1C(C)(C)C
    -1.9%	-18.2	6.2%	5.6%	0.7%	1.4	-4.7%	-12.7	4.7%
O=C(NNC(=O)c1ccc2ccccc2c1O)c1ccccc1Cl
    7.7%	7.3	-12.5%	-4.3%	?	8.2	12.4%	35.6	-28.4%
COc1ccc(N2CCN(c3nc4ccccn4c(=O)c3C=O)CC2)cc1
    -1.3%	-0.4	-1.7%	-1.4%	17.0%	-1.2	-3.0%	-22.3	16.1%
O=C(NC1=NCCS1)c1ccccc1Br
    14.3%	-14.0	2.2%	0.9%	-1.5%	6.6	11.6%	-9.4	12.3%
CN(C(=O)COC(=O)C1CCN(S(=O)(=O)c2ccc3c(c2)OCCO3)CC1)C1CCS(=O)(=O)C1 (centres undefined)
    3.4%	11.2	-7.0%	0.5%	-1.6%	1.8	-12.5%	10.2	3.5%
Cc1ccc(CNC(=O)CN(C)S(=O)(=O)c2ccc3c(c2)n(C)c(=O)c(=O)n3C)cc1
    23.9%	-10.7	-1.5%	18.8%	0.7%	-2.8	?	5.6	16.8%
COc1ccc(OC2C(=O)N(Cc3ccc(F)cc3)C2c2ccc(OC)c(OC)c2)cc1 (centres undefined)
    ?	?	-0.1%	2.4%	-31.7%	-10.8	-0.5%	-14.3	-3.9%
C=CCOc1ccc(/C=C/C(=O)OCC(=O)N2CCC(c3ccccc3)=N2)cc1
    -21.5%	-25.2	-5.2%	-2.5%	-2.6%	8.3	-14.3%	-17.7	0.9%
CCOC(=O)c1cnn(-c2ccc(NS(=O)(=O)c3ccc(Cl)cc3)cc2)c1C(F)(F)F
    9.6%	-3.4	-0.2%	-0.9%	?	-5.8	-10.5%[9.22 µM]	-23.2	?
Cc1ccccc1NC(=O)Cn1c([N+](=O)[O-])cnc1C
    -7.1%	3.9	2.0%	2.4%	-1.7%	-13.7	1.1%	-19.4	-5.8%
CCN(Cc1ccccc1)C(=O)c1cc2c(=O)oc3ccc(C)cc3c2s1
    -5.0%&-10.7%	-7.9	0.1%&5.6%	-17.5%&7.9%	13.8%	7.5&4.9	11.7%	55.0	13.5%
N#CCc1ccc(C(=O)c2ccccc2)s1
    9.8%	-14.7	1.3%	6.0%	6.8%	-3.1	-4.5%	0.0	8.4%
O=C(Nc1ccccc1)c1ccc(C(=O)Nc2ccccc2)nc1
    6.9%	23.7	1.8%	-3.5%	7.8%	6.4	-131.7%[inhibitor]	9.3	-27.2%

# Reprinted from the results shown for reference:
# Results follow in this order: KB-V1 MDR tox	IL1B secr inh	GLP1R ag	KB-3-1 tox	HT1080 IDH1KD tx	D3 ag	SW480 rereplic	D3 antag	HT1080NT lethal
N#CCc1ccc(C(=O)c2ccccc2)s1
    9.8%	-14.7	1.3%	6.0%	6.8%	-3.1	-4.5%	0.0	8.4%
O=C(Nc1ccccc1)c1ccc(C(=O)Nc2ccccc2)nc1
    6.9%	23.7	1.8%	-3.5%	7.8%	6.4	-131.7%[inhibitor]	9.3	-27.2%

# More records
# Results follow in this order: KB-V1 MDR tox	IL1B secr inh	GLP1R ag	KB-3-1 tox	HT1080 IDH1KD tx	D3 ag	SW480 rereplic	D3 antag	HT1080NT lethal
CCn1c(=O)c2c(nc(SCc3ccccn3)n2C)n(C)c1=O
    14.6µM*	-2.7	13.8%	?	5.2%	-0.6	-8.7%	19.7	-14.2%
COc1ccc(C)cc1S(=O)(=O)NCC(c1ccc2c(c1)OCO2)N1CCOCC1 (centres undefined)
    3.9%	1.9	0.4%	-0.7%	-2.3%	3.3	3.8%	24.7	-5.5%
Nc1nnc(/C=C/c2ccccc2Cl)s1
    ?	-20.7	10.7%	-1.3%	-24.1%	-5.2	-2.5%	-9.7	-18.0%
CCC(=O)Nc1c(-c2ccc(C)cc2)nc2ccc(C)cn12
    -22.0%	8.3	0.1%	0.3%	-2.5%	3.9	-5.3%	15.5	1.9%
O=C(CN1CCCCCC1)Nc1ccc(Br)cc1Br
    -20.3%	7.0	8.2%	-14.7%	6.4%	1.7	5.3%	-12.8	13.0%
CC(=O)N1N=C(c2ccc(Br)cc2)CC1c1cccc([N+](=O)[O-])c1 (centres undefined)
    -36.1%	-10.7	-6.8%	-13.7%	-16.9%	0.6	.	16.2	-26.1%
O=C(CCNC(=O)N1CC(=O)Nc2ccccc21)Nc1ccc(F)c(Cl)c1
    -13.9%	3.9	-0.3%	?	-0.9%	-6.2	-13.4%	-22.2	-14.8%
COC(=O)C(Cc1ccccc1)NC(=O)CCc1c[nH]c2ccccc12 (centres undefined)
    3.1%	24.7	6.4%	0.4%	10.6%	3.7	-0.2%	3.8	3.6%
Cc1sc2c(c1C)CN(C(C)(C)C)CN2C(=O)c1ccccc1
    1.7%	12.7	-0.6%	0.2%	-5.6%	-7.7	-3.1%	18.5	-0.3%
CCn1c(CNS(=O)(=O)c2ccc(Br)cc2)nnc1SC
    -2.4%	-14.3	-0.4%	-5.9%	13.0%	4.7	0.1%	6.7	-0.2%
CN(C)C1(CNC(=O)COc2ccc(C(C)(C)C)cc2)CCCCC1
    -10.3%	.	7.1%	-13.5%	.	-15.6	.	.	.
Cc1cc(C(=O)CN2C(=O)C(=O)N(CC(C)C)C2=O)c(C)n1-c1ccccc1F
    -17.2%	-2.3	8.7%	2.2%	-1.1%	1.9	2.1%	9.2	-18.7%
Nc1c(C=C2C=CC(=O)C=C2)c(=O)nc2sc(CC(=O)N3CCCC3)nn12
    7.6%	10.8	-5.9%	7.0%	1.3%	-9.7	-12.3%	4.6	4.1%
OCCCCNCc1cc(Br)ccc1OCc1ccccc1F
    ?	-70.3*	1.0%	-9.9%	-16.8%	-30.5	-8.1%	-23.5	-27.9%
COc1ccc(NC(=O)CNS(=O)(=O)c2cccc3nonc23)c(OC)c1
    3.0%	-19.8	8.7%	0.9%	13.7%	-13.1	-3.1%	?	1.8%
O=C(O)c1ccccc1C(=O)OCCCc1ccncc1
    11.2%	13.9	-2.8%	-0.4%	3.9%	6.8	9.7%	-10.0	0.0%
CC(/C=N/n1c(-c2ccc(Cl)cc2)n[nH]c1=S)=C\c1ccco1
    ?	3.4	0.2%	?	13.3%	3.1	4.5%	-14.9	-0.8%

# From PubChem BioAssay
